Screens as filed in PubChem.
POLB inh: qHTS Assay for Inhibitors of DNA Polymerase Beta; P06746; Potency, µM (doses to about 114 µM), for inactives: at the highest dose activity change, negative = inhibition, usual class: inhibitors; 1.3% of 340,000 active; Pol beta primer extension/strand displacement, fluorescence kinetic; further: potency means the concentration at half of the fitted maximal effect; on the % scale 0 is the no-effect control and ±100 the full control effect
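Human Pol beta at 10 nM; strand-displacement substrate 50 nM final. Compound exposure 15 min at room temperature before start, reaction 10 min at room temperature.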
ERG Ets-DNA blk: qHTS for Small Molecule Inhibitors of the ERG Ets/DNA interaction | Potency, µM (highest dose often 76.9 µM), for the others: at the highest dose FP activity, negative = inhibition, hits mostly inhibitors | fluorescence polarization, His-ERG Ets domain / labelled DNA | Transcriptional regulator ERG (Homo sapiens), P11308 | 0.028% of 370,000 active; active means well fitted inhibition curve with a large enough effect in the polarisation, with a control signal flat; inconclusive means small, poorly fitted or top-dose-only effect, or effect the other way, or a change in a side signal; inactive means no such curve, though single readings can be large or run the other way; the % refers to the polarisation;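 further: polarization taken with two DNA probes labelled with fluorescein and Texas red; potency means the concentration at half of the fitted maximal effect; % of control where 0% means no effect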
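His-tagged ERG Ets domain (1 uM in the protein solution; 300mM KCl, 50mM Tris-HCl, 1mM EDTA, 1mM DTT, pH 7.5) received compound, then a probe mix of 5 nM fluorescein-DNA and 100nM Texas-615-DNA. Fluorescence polarization was read for both dyes.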
Apoferritin bind: qHTS Assay for Identification of Novel General Anesthetics; Potency, µM (titrated, usually from 77.5 µM), for the others: at the top dose activity change, negative = displacement, usual class: inhibitors; 0.074% of 350,000 active; apoferritin/1-aminoanthracene competitive binding, fluorescence; AID 485281, 2010; Ferritin light chain (Equus caballus), P02791; further: potency means the concentration at half of the fitted maximal effect; on the % scale 0 is the no-effect control and ±100 the full control effect; nearly all actives have a fitted effect of over 20% in size
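Horse-spleen apoferritin (10 uM) was mixed with 50% saturated 1-aminoanthracene in PBS, exposed to compounds for 10 min at room temperature, and read for fluorescence (ex 380 nm, em 535 nm). Competitive displacement was fitted with a four-parameter Hill equation.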
Pol iota inh: qHTS for Inhibitors of Polymerase Iota. DNA polymerase iota (Homo sapiens), Q9UNA4. Pol iota fluorescent replication assay, 10 min. Potency, µM (top dose mostly 115 µM), for inactives: at the top dose activity, negative = inhibition, actives largely listed as inhibitors. 1% of 390,000 active. AID 588590, 2011; further: potency means the concentration at half of the fitted maximal effect
Target sequence (Q9UNA4 whole entry, looked up): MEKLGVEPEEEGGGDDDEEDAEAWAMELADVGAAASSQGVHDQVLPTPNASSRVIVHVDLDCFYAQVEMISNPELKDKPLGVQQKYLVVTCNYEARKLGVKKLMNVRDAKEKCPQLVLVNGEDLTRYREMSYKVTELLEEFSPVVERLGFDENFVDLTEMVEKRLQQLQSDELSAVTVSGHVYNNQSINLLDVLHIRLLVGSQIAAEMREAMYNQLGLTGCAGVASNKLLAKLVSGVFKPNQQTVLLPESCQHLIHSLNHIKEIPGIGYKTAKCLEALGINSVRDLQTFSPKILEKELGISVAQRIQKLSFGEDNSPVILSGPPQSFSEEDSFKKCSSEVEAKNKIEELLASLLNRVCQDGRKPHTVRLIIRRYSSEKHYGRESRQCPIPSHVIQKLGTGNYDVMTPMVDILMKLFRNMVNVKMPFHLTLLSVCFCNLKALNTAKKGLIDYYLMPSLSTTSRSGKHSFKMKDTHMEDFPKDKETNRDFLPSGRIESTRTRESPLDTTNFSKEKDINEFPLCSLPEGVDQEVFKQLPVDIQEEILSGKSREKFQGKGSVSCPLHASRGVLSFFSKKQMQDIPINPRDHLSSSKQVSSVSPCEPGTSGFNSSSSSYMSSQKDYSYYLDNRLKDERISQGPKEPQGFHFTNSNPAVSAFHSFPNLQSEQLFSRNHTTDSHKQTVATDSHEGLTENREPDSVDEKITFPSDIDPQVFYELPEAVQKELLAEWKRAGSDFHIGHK
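Pol iota at 10 nM preincubated 15 min with compounds at room temperature; reaction started with fluorescent substrate, 50 nM final. Fluorescence read kinetically at 0 and 10 min; buffer-only wells as negative control.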
BLM helicase inh: qHTS Assay for Inhibitors of Bloom's syndrome helicase (BLM) | AID 2528, 2010 | recombinant BLM DNA unwinding, fluorescence dequenching | 0.2% of 350,000 active | Potency, µM (titrated, usually from 56.1 µM), without a hit: top-dose activity change, negative = inhibition, most hits filed as inhibitors;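 further: potency means the concentration at half of the fitted maximal effect; plate controls were vehicle for no effect and no enzyme for full effect; nearly all actives have a fitted effect of over 35% in size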
Pol kappa inh: qHTS for Inhibitors of Polymerase Kappa | purified Pol kappa, fluorescent DNA synthesis assay, 10 min | DNA polymerase kappa (Homo sapiens), Q9UBT6 | Potency, µM (top dose mostly 107 µM), inactives show at the highest dose activity, negative = inhibition, most hits filed as inhibitors | 0.53% of 400,000 active; further: potency means the concentration at half of the fitted maximal effect; on the % scale 0 is the no-effect control and ±100 the full control effect
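Inhibition of 10 nM Pol kappa is measured by a fluorescent read-out at 0 and 10 min following addition of 50 nM substrate (final), with a 15-min room-temperature compound preincubation.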
APE1 inh: qHTS Assay for Inhibitors of the Human Apurinic/apyrimidinic Endonuclease 1 (APE1); DNA repair nuclease/redox regulator APEX1 (Homo sapiens), P27695; recombinant APE1, TAMRA/BHQ-2 abasic DNA cleavage fluorescence; Potency, µM (doses to about 65.8 µM), inactives show at the highest dose activity change, negative = inhibition, hits mostly inhibitors; 0.35% of 350,000 active; AID 2517, 2012;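 further: potency means the concentration at half of the fitted maximal effect; plate controls were vehicle for no effect and reference inhibitor for full effect; nearly all actives have a fitted effect of over 55% in size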
Target sequence (P27695 whole entry, looked up): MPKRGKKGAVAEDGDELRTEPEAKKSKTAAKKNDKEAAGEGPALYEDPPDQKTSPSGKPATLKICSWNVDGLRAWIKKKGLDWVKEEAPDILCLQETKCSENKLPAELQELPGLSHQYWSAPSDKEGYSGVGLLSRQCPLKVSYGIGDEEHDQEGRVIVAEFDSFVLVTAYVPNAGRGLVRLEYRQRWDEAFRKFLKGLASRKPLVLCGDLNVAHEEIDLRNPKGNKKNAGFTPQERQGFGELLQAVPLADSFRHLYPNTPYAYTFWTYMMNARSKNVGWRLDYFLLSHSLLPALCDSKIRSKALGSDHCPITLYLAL
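Step 1: APE1 (0.75 nM) with compound, 15 min RT. Step 2: add 50 nM fluorophore/quencher THF duplex. Step 3: three fluorescence reads 60 s apart (525/598 nm); read 3 minus read 1 = reaction progress.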
TRHR agonist: qHTS for Small Molecule Agonists and Allosteric Enhancers of Human TRH Receptor: Primary Screen for Agonists. AID 493084, 2011. Thyrotropin-releasing hormone receptor (Homo sapiens), P34981. TRHR cells, calcium flux fluo-8, FDSS agonist mode. 0.18% of 360,000 active. activation, % at 2 µM; in the data active means activation above about 30%; further: 0% is about no effect
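In this calcium-flux screen, cells bearing human TRHR are dye-loaded with fluo-8, baselined for 10 cycles, then exposed to library compounds; positive kinetic calcium responses during the agonist phase mark hits, with TRH as control.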
ALOX12 inh: Primary qHTS assay for inhibitors of human arachidonate 12S-lipoxygenase (ALOX12): Round 2; purified 12hLO, xylenol orange hydroperoxide absorbance; Potency, µM (highest dose often 108 µM), for inactives: at the highest dose activity change, negative = inhibition, actives largely listed as inhibitors; 1.1% of 580,000 active; further: potency means the concentration at half of the fitted maximal effect; on the % scale 0 is the no-effect control and ±100 the full control effect
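Purified human 12hLO at 150 nM in 25 mM Hepes, 0.01% Triton X-100, pH 7.0, preincubated 15 min at room temperature with compound. Reaction started with 40 uM arachidonic acid, 30 min at room temperature. Hydroperoxide measured by Fe-xylenol orange, 573/405 nm absorbance ratio.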
* = called active by the depositor; i = inactive; ? = inconclusive; · = not tested or not shown; [ ] = another dose, or the depositor's remark. Unless noted, the call rests on the fitted dose curve; in most records, active means well fitted curve in the direction sought with a large enough effect; inconclusive means small, poorly fitted or top-dose-only effect, or another doubt; inactive means no such curve, though single readings can be large; an effect the other way counts as inactive or inconclusive. This is a subset, so the mix of outcomes need not match the whole.

SMILES	POLB inh	ERG Ets-DNA blk	Apoferritin bind	Pol iota inh	BLM helicase inh	Pol kappa inh	APE1 inh	TRHR agonist	ALOX12 inh
CCCc1ccc(S(=O)(=O)N/N=C\c2ccc3c(c2)OCO3)cc1	-26%	8%	?	27%	-9%	-5%	20%	-0.5	297%[activator]
CCOc1ccc(Cc2onc3c2C(=O)CC(C)(C)C3)cc1OCC	3%	-8%	-17%	66%[activator]	-14%	2%	3%	0.6	0%
COc1ccc(NC(=O)NCc2ccc3c(c2)OCO3)cc1OC	25%	3%	-3%	8%	-3%	-7%	-2%	-0.1	25%
CCOC(=O)c1c(C)[nH]c(C2=NNC(=Nc3ccccc3OC)SC2)c1C	-1%	2%	3%	236%[activator]	-15%	-12%	?	-1.1	-7%
CCCc1cc(=O)[nH]c(SCc2ccc(C#N)cc2)n1	-12%	-5%	-20%	-4%	-1%	-7%	-2%	1.9	0%
O=C(C1CCN(S(=O)(=O)c2ccccc2)CC1)N1CCCCC1	35%	-1%	7%	21%	-1%	12%	-10%	1.2	9%
COC(=O)C1=C(Nc2ccccc2NC(=O)CCCC(=O)O)CSC1	10%	1%	27%	39%[activator]	4%	-4%	4%	0.0	148%[activator]
CCOC(=O)c1c(C)nc2sc3c(=O)[nH]cnc3c2c1-c1ccc(OC)cc1	5%	-6%	11%	-10%	4%	0%	19%	-0.5	-17%
CC(C)(C)NC(=O)C(c1ccc(O)cc1)N(C(=O)CCC(=O)Nc1nccs1)c1ccccc1F (stereo not given)	14%	-12%	-10%	54%[activator]	0%	5%	-5%	0.1	-5%
CCc1c(C)nc(SC)n(CC#N)c1=O	25%	-11%	-8%	-2%	2%	7%	4%	0.1	0%[57.4 µM]
O=C(Cc1coc2cc3c(cc12)CCC3)OCc1cc(=O)n2c(n1)sc1ccccc12	10µM*	-5%	-12%	?	-21%	89µM*	?	0.8	-12%
CC(C)CCN1CC(=O)N2[C@@H](Cc3c([nH]c4ccccc34)C2(C)C)C1=O	20%	3%	-4%	22%	-4%	-7%[60.1 µM]	30%	-0.4	0%
COc1ccc(-c2cc(-n3c(C(F)(F)F)nc4ccccc43)n(CCC#N)n2)cc1	-2%	3%	28%	4%	-2%	-15%	-1%	-0.2	22%
O=S(=O)(c1ccccc1)c1cnc(-c2cccnc2)nc1-c1ccc(Cl)cc1Cl	18%	0%	-23%	2%	-8%	-23%	-6%	-0.6	-7%
CCN(CC(=O)NCc1ccc(Cl)cc1)C(=O)c1cc(S(=O)(=O)NCc2ccccc2)ccc1C	25%	-2%	-8%	11%	-5%	-12%	-6%	0.9	i
O=C(Nc1ccc(F)cc1F)c1ccccc1-c1ccccc1	10%[57.1 µM]	6%	-2%	-2%	4%	-8%	-8%	0.4	-2%
COCCNC(=O)c1sc2nc3n(c(=O)c2c1C)CCC3	-22%	1%	-6%	10%	-6%	-13%	·	0.2	-8%
O=C1CC(N2CCN(S(=O)(=O)c3ccccc3F)CC2)C(=O)N1c1ccccc1F (stereo not given)	·	-1%	·	-3%	·	-12%	·	·	?
O=C(Nc1ccccc1)Nc1cccc(NC(=O)Nc2ccccc2)c1F	-10%	-5%	34%[activator]	22%	-7%	-17%	43%	0.2	0%
O=C(CCn1c(=O)sc2ccccc21)NCc1cccs1	0%	·	2%	16%	-6%	0%	-2%	-0.3	-12%
COC(=O)c1sc(-c2ccc(C(C)(C)C)cc2)cc1NC(=O)COCC(=O)O	-24%	-14%	?	-7%	-5%	-15%	2%	0.9	?
CCCC(C(=O)NCCC(C)C)N(Cc1ccccc1Cl)C(=O)c1snc(C(N)=O)c1N (stereo not given)	2%	0%	-7%	8%	-11%	-7%	4%	-0.2	41%[activator]
CCC(Oc1ccccc1)C(=O)N1CCN(S(=O)(=O)c2ccccc2)CC1 (stereo not given)	·	-2%	·	34%	·	16%	-8%	0.0	29%
CCOC(=O)N1CCN(C(=O)c2cnn(-c3cccc(C)c3)c2-n2cccc2)CC1	-29%	3%	-3%	15%	-1%	-7%	·	-0.5	-11%
O=C(Nc1ccc2c(c1)OCO2)c1ccc[n+]([O-])c1	63%	-15%	-6%	15%	-1%	-9%	2%	0.1	0%
Next section
SMILES	POLB inh	ERG Ets-DNA blk	Apoferritin bind	Pol iota inh	BLM helicase inh	Pol kappa inh	APE1 inh	TRHR agonist	ALOX12 inh
Cc1ccc(S(=O)(=O)c2nnn3c2nc(NC2CCCCC2)c2sccc23)cc1C	8%	5%	-4%	11%	-2%	1%	·	-0.2	5%
CN(c1ccccc1)S(=O)(=O)c1ccc(C(=O)N2CCCC(C(F)(F)F)C2)cc1 (stereo not given)	-3%	20%	?	-7%	-12%	-21%	2%	2.0	0%
COc1ccccc1CCn1c(=O)c(CCc2ccccc2)nc2cncnc21	·	·	·	·	-2%	-6%[60.1 µM]	-1%	·	-20%
CC[C@H](C)[C@H](NC(=O)[C@H](Cc1ccc(O)cc1)NC(=O)[C@@H](NC(=O)[C@H](CCCN=C(N)N)NC(=O)[C@@H](N)CC(=O)O)C(C)C)C(=O)N[C@@H](Cc1cnc[nH]1)C(=O)N1CCC[C@H]1C(=O)O	·	·	-11%	·	-2%	9%[60.1 µM]	-1%	·	·
CC(C)=C1SC(N2CCOCC2)=NC1=O	0%	-2%	-12%	9%	-7%	1%	?	0.1	115%[activator]
O=C(/C=C/c1ccccc1[N+](=O)[O-])N1CCc2ccccc2C1	33%	10%	?	14%	-9%	8%	11%	-1.2	?
CCOc1ccc(-c2c(C(=O)N/N=C/C3CC=CCC3)nnn2-c2nonc2N)cc1 (stereo not given)	-7%	-4%	?	-4%	1%	-13%	-2%	0.0	-2%
CC(C)c1ccc(NC(=O)c2cc3sc(Cl)cc3n2C)cc1	11%	-2%	-7%	-20%	-2%	5%	·	-0.4	-17%
CCOC(=O)C1CCN(CCC(=O)Nc2ccc(Cl)cc2)CC1	20%	2%	-10%	1%	-14%	1%	0%	2.2	1%
COCCN1C(=O)N(c2cccc(C)c2)C(=O)C1CC(=O)Nc1ccc(F)cc1 (stereo not given)	11%	0%	7%	10%	0%	-7%	9%	-0.1	0%
COc1ccc(NC(=O)Cn2c(=O)n(CCc3ccccc3)c(=O)c3ccccc32)cc1	23%	-2%	1%	-9%	-4%	5%	·	0.2	-5%
Nc1c(C(=O)NCc2ccco2)sc2nc3c(cc12)C(=O)CCC3	32µM*	6%	-18%	?	-30%	?	?	-0.6	-22%
CCOC(=O)c1c(NC(=O)Nc2cccc(Cl)c2)sc(C)c1C	-2%	-2%	-3%	31%	-4%	-8%	11%	0.2	-2%
Cc1ccc2c(C)c(C(=O)N(C)C(C)c3ccon3)oc2c1C (stereo not given)	13%	32µM*	-15%	21%	-7%	-12%	20%	0.0	?
COC(=O)c1cc(NC(=O)Cn2nc(-c3ccccc3)c3c(c2=O)CCCC3)cc(C(=O)OC)c1	0%	3%	-9%	-1%	-8%	-14%	·	-1.6	-12%
CCOc1ccc(C(=O)NCc2ccco2)cc1OCC	22%	-9%	-4%	85%[activator]	-6%	-11%	16%	0.0	-27%
CC(NC(=O)c1cccc(S(=O)(=O)N2CCN(Cc3ccccc3)CC2)c1)c1ccc(Cl)cc1 (stereo not given)	·	-2%	·	31%[activator]	·	-14%	-11%	0.3	-4%
CCOC(=O)c1cc(-c2ccc(OC)cc2)n(CCC(=O)NC2CCC(C)CC2)c1C (stereo not given)	25%	1%	-4%	29%	-9%	-10%[60.1 µM]	·	-0.3	0%
CC(C(=O)O)n1cc(C#N)c(=O)[nH]c1=O (stereo not given)	·	8%	·	33%[activator]	·	-3%	·	·	-12%
CCOc1ccccc1/C=N/Nc1ccnc(=O)[nH]1	4%	-3%	5%	23%	-1%	6%	-3%	-0.6	?
CCCCn1c(CN2CCN(c3ccccc3)CC2)nc2c1c(=O)n(C)c(=O)n2C	5%	-10%	-2%	-3%	1%	7%	-3%	-0.1	8%
Cc1ccc(N(C(=O)C2CCCO2)C2C=CS(=O)(=O)C2)cc1Cl (stereo not given)	45%	·	-4%	6%	-1%	-9%	-3%	0.2	2%
CCn1c(SCC(=O)Nc2ccc3c(c2)c2ccccc2n3CC)nnc1-c1cnccn1	8%	·	?	?	-3%	-6%	-6%	-0.4	-3%
CCCN1CC23C=CC(O2)C(C(=O)O)C3C1=O (stereo not given)	-9%	1%	-1%	44%[activator]	3%	5%	?	0.3	i
Cc1ccc(S(=O)(=O)Nc2ccnc(-c3cccnc3)n2)cc1	7%	-18%[15.4 µM]	1%	-3%	1%	-6%	-7%	0.9	-14%
Cc1cccc(/C=N/NC(=O)Cc2ccc(Cl)cc2)c1O	1%	1%	-18%	3%	-3%	-9%	4%	0.2	0%

In the list so far, these have a CF3 group.
SMILES	POLB inh	ERG Ets-DNA blk	Apoferritin bind	Pol iota inh	BLM helicase inh	Pol kappa inh	APE1 inh	TRHR agonist	ALOX12 inh
COc1ccc(-c2cc(-n3c(C(F)(F)F)nc4ccccc43)n(CCC#N)n2)cc1	-2%	3%	28%	4%	-2%	-15%	-1%	-0.2	22%
CN(c1ccccc1)S(=O)(=O)c1ccc(C(=O)N2CCCC(C(F)(F)F)C2)cc1 (stereo not given)	-3%	20%	?	-7%	-12%	-21%	2%	2.0	0%
